Source: PubChem (several laboratories)
OPRM1-OPRD1 inv: inverse agonists of human mu-delta opioid receptor heterodimerization | P35372+P41143 | cell-based MOR-DOR heterodimer luminescence, inverse agonism | 340,000 tested, 0.21% active | inhibition, % at 9.3 µM; in the data active means inhibition above about 22%, passing the limit was not always enough;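 further: 0% = cells with DMSO and 100% = wells without cells with DMSO; values of inactives mirror those of a sister screen read the other way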
Pemphigus Ab inh: inhibitors of pemphigus antibody binding to human desmoglein-3 | DSG3-coupled beads, scFv-anti-DSG3-GFP binding, flow cytometry; stronger effect = lower value | binding (percent of control), % at 10 µM | 310,000 tested, 0.48% active | AID 588358;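 active means binding more than 3 SD below its plate's average and above zero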;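 further: hits lower antibody fragment binding to DSG3; some compounds called inactive have numbers as strong as hits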
Target sequence (P32926 whole entry, looked up, the tested form may be a part): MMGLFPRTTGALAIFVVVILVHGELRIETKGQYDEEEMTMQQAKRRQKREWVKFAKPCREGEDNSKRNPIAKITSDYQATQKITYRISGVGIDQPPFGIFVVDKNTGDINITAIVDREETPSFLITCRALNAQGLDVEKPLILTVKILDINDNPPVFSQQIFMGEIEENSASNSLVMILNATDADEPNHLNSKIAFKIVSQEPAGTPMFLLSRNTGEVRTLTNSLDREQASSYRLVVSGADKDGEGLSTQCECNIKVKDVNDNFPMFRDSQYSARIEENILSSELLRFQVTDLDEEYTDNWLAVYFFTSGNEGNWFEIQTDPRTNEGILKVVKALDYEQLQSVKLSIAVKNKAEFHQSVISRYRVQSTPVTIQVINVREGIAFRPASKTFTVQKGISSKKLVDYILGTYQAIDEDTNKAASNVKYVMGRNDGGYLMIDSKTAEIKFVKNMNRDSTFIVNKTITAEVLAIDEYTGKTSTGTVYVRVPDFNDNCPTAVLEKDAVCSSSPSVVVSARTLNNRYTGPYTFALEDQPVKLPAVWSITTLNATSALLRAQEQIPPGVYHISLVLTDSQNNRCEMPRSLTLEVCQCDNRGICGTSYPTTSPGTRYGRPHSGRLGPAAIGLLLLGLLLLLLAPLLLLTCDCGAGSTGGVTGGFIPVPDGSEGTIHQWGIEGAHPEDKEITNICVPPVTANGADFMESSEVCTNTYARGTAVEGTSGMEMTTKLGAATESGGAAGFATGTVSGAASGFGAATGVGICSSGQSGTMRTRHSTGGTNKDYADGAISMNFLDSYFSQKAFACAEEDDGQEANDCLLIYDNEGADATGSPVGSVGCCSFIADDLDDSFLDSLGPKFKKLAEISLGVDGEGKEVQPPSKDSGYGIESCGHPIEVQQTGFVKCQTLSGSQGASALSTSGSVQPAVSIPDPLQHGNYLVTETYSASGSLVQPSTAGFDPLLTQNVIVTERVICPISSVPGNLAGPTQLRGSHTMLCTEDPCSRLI
HTR5A ag ctr: activates human HTR5A in OPRM1-OPRD1 agonist counter-screen. HTR5A agonist assay, luminescence, cell-based. activation, % at 9.3 µM. 340,000 tested, 0.61% active. AID 504692; in the data active means activation mostly above about 9.5%, no sharp cut-off; inactive means mostly below about 7.6%;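 further: 0% = cells with vehicle only and 100% = reference agonist; strong numbers were not always called active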
SUMO Mot1 rescue: blocks SUMOylation pathway, rescuing yeast Mot1-301 growth | S. cerevisiae Mot1-301 growth rescue, ATP luminescence, 38.5C; percent above DMSO median, 100 means doubled | growth rescue, % at 18.8 µM | 320,000 tested, 1% active | AID 2716;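 active means every valid replicate shows activation above 250% relative to neutral control wells; inactive means the rest, any valid replicate at or below 250%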;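 further: OY570 slx delta 5 strain wells were the positive control but not used for scaling; some compounds called inactive have numbers as strong as hits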
AddAB inh: less growth of phage-infected E. coli with AddAB; inhibition, % at 11.9 µM; AID 435030; 330,000 tested, 0.29% active; E. coli expressing H. pylori AddAB, absorbance growth; in the data active means inhibition above about 12%;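 further: 0% = vehicle wells of infected cells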
PKA-R1A activ: PKA-R1A complex activation; AID 504707; PKA-R1A dissociation, Cy5-IP20 fluorescence polarization; scaled: DMSO 0%, 113 µM cGMP 100%; activation, % at 11.4 µM; 340,000 tested, 0.083% active;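 active means percent activation above the mean of all tested compounds plus 3 SD, cut at about 19% in these data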;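 further: higher means more PKAc released from R1A so a rise in polarization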
PfHsp90 set2: inhibits growth of yeast expressing Plasmodium falciparum Hsp90 | S. cerevisiae expressing PfHsp90, BacTiter-Glo ATP, 48 h; yeast lacking PDR1 and PDR3 efflux regulators | 310,000 tested, 0.32% active | AID 504621 | inhibition, % at 9.4 µM;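 active means every replicate shows inhibition above about 80%, whatever the replicate mean, limit read from the data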;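 further: 0% = DMSO neutral controls and 100% = 20 µM radicicol positive controls; yeast relying on Plasmodium falciparum Hsp90 in place of its own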
OPRM1-OPRD1 ag: OPRM1-OPRD1 heterodimerization agonism. P35372+P41143. cells, luminescence. activation, % at 9.3 µM. 340,000 tested, 0.3% active. AID 504326; in the data active means activation above about 18%;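 further: 0% = vehicle-treated cells and 100% = reference agonist; values of inactives mirror those of a sister screen read the other way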
Ecoli viability: reduces bacterial viability in AddAB counter-screen; inhibition, % at 11.9 µM; 330,000 tested, 0.27% active; E. coli V3065 growth, OD600 absorbance, 18 h;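 active means inhibition above the campaign's mean inhibition across all tested compounds plus 3 SD, cut at about 9.9% in these data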;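 further: uninfected addAB+ strain grown without phage in ampicillin broth; 0% = DMSO wells and 100% = ciprofloxacin 0.95 µg/ml wells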
HTR5A inv ag: counter-screen for OPRM1-OPRD1 inverse agonists: human HTR5A inverse agonism. HTR5A cell line, luminescence. AID 504634. P47898. inhibition, % at 9.3 µM. 340,000 tested, 0.083% active; in the data active means inhibition mostly above about 23%, no sharp cut-off; inactive means mostly below about 18%;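 further: 0% = cells with DMSO and 100% = no-cell wells with DMSO; some compounds called inactive have numbers as strong as hits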
phage Ecoli inh: E. coli growth loss with phage present | AID 651602 | growth absorbance | inhibition, % at 11.9 µM | 360,000 tested, 0.26% active; in the data active means inhibition above about 11%
The depositor's hits bear a star; x = no result given.

SMILES	OPRM1-OPRD1 inv	Pemphigus Ab inh	HTR5A ag ctr	SUMO Mot1 rescue	AddAB inh	PKA-R1A activ	PfHsp90 set2	OPRM1-OPRD1 ag	Ecoli viability	HTR5A inv ag	phage Ecoli inh
Cc1ccc(-c2csc(NC(=O)C[n+]3cc(-c4ccccc4)n4c3CCC4)n2)cc1	x	110.0	x	37.5	1.0	x	x	x	0.3	x	4.6
COc1ccc(-c2noc(CSc3ccc(C)cc3)n2)cc1	-10.7	96.8	-3.1	10.3	1.4	1.9	x	1.9	0.7	-52.3	3.8
COc1ccc(-c2ccc(C#N)c(SCC(=O)NCc3ccco3)n2)cc1OC	0.8	99.3	4.8	-9.1	1.4	4.1	12.6	-0.2	2.2	-14.5	-0.5
Cc1[nH]c2ccccc2c1C(=O)C(=O)NCCC1=CCCCC1	-9.3	x	1.6	51.1	3.7	0.8	14.2	1.8	1.6	18.1	0.5
Cc1ccccc1N1C(=O)CC(N(O)c2ccccc2)C1=O (centres undefined)	10.6	104.8	3.7	-14.3	1.8	-2.1	16.4	-1.9	-1.6	0.9	0.0
COc1ccc(NC(=S)Nc2ccc(OCc3ccccc3)cc2)cc1OC	5.8	99.1	4.0	1.6	1.1	3.6	15.9	-1.2	-1.3	-9.7	2.8
CCCC(=O)Nc1ccc(C(=O)NNC(=O)c2ccccc2Br)cc1	0.1	91.5	3.6	108.3	0.6	-1.4	10.1	0.0	-1.2	1.5	2.3
COc1ccc(/C=C(/NC(=O)c2cccc([N+](=O)[O-])c2)C(=O)O)cc1OC	4.2	98.5	-1.5	-6.7	3.7	-6.0	17.1	-0.8	1.9	16.0	4.5
C[C@@H]1CN(S(=O)(=O)c2c(F)cccc2F)CCN1S(=O)(=O)c1ccc2c(c1)OCCO2	12.2	94.7	4.6	14.9	3.7	-10.3	7.6	-2.1	1.4	-19.5	3.0
CCOc1ccc(S(=O)(=O)N2CCN(C(=O)CN3C(=O)NC(C)(C)C3=O)CC2)cc1	14.4	x	-1.3	-6.5	3.7	3.1	-34.6	-3.7	1.6	3.2	1.0
O=C(CN1CCN(CCC(=O)Nc2ccccc2F)CC1)Nc1ccc(F)cc1	15.5	104.8	-0.4	6.8	3.2	1.7	-0.3	-3.5	1.3	13.6	3.4
Cc1ccccc1NS(=O)(=O)c1cc(C(=O)NCc2ccncc2)ccc1Cl	15.8	103.3	2.4	-9.0	0.6	0.3	9.7	-2.3	-0.3	-7.9	2.3
COc1ccc(C(C(=O)NC2CCCCC2)N(C(=O)c2csnn2)C2CC2)cc1 (centres undefined)	14.2	102.6	-7.6	87.2	1.2	7.7	4.0	-2.3	0.1	-4.1	2.3
Cc1ccc(/C=C/C(=O)O)cc1S(=O)(=O)N1CCCc2ccccc21	8.8	87.3	7.3	-11.1	0.8	0.8	-13.1	-1.8	0.4	-21.5	-1.4
COc1cc(OC)cc(C(=O)N2CCN(C(=O)c3ccc(OC)c(OC)c3)CC2)c1	5.4	108.8	0.6	2.4	2.5	-0.7	-5.3	-1.1	-0.8	7.1	1.4
CCN(CC(=O)Nc1ccc([N+](=O)[O-])cc1OC)c1ccccc1	-11.8	86.3	-1.2	-16.7	0.3	7.0	-0.9	2.1	-0.7	3.6	0.2
CC(C)Oc1ccc(S(=O)(=O)N2CCCCC2)cc1NC(=O)C1CCC1	4.2	100.0	-2.9	-0.1	1.0	-2.5	4.3	-0.7	0.8	12.4	1.6
CC(=O)Nc1nnc(CCS(=O)(=O)c2ccc(Cl)cc2)s1	27.9	99.9	-4.9	x	x	-10.4	-14.4	-6.0	x	-6.1	1.9
CCOC(=O)N1CCN(CC(O)COc2ccc(CC)cc2)CC1 (centres undefined)	-0.9	104.2	-0.6	80.8	-2.1	-1.6	5.7	0.2	-2.6	2.2	1.7
O=C(c1nc2nc(-c3ccc(Cl)cc3)cc(C(F)(F)F)n2n1)N1CCOCC1	10.8	x	-3.6	-0.5	0.2	-1.4	-3.8	-2.1	-0.7	11.2	3.0
CCc1cc(C(=O)N2CCN(c3ccccn3)CC2)sc1C	-4.1	95.8	1.8	8.6	4.3	-0.8	-1.0	0.8	1.8	-16.4	1.7
Cc1ccc(C(=O)OCC(=O)Nc2sccc2C(N)=O)cc1NC(=O)c1ccco1	6.8	97.8	2.1	-6.2	1.0	-12.6	-28.7	-1.5	-0.8	11.6	2.7
CC(/C=N/NC(=O)c1cccnc1)=C\c1ccco1	5.8	x	-0.8	-12.7	3.0	0.7	-15.3	-1.0	0.9	0.5	0.6
COc1ccc(N/N=C(\C#N)C(=N)N2CCCCC2)cc1	9.2	102.5	-0.7	15.0	1.2	4.8	-11.3	-1.8	-1.0	-11.8	1.4
Cc1ccc(OCC(=O)Nc2ccc(CN3CCOCC3)cc2)cc1	7.7	97.0	2.3	70.2	-1.8	-7.8	-8.6	-1.4	-1.3	-6.5	1.5
SMILES	OPRM1-OPRD1 inv	Pemphigus Ab inh	HTR5A ag ctr	SUMO Mot1 rescue	AddAB inh	PKA-R1A activ	PfHsp90 set2	OPRM1-OPRD1 ag	Ecoli viability	HTR5A inv ag	phage Ecoli inh
CC(CN1CCOCC1)OC(=O)C1COc2ccccc2O1 (centres undefined)	8.9	100.1	-0.5	-11.3	0.5	-7.6	-8.3	-1.7	1.0	1.2	-0.5
COCCCNC(=O)C[C@H]1C[C@H](C(=O)N(C(C)C)C(C)C)[C@@]2(C)c3[nH]c4cc(-c5ccco5)ccc4c3CCN2C1=O	3.4	96.9	-0.1	x	-2.5	-6.7	31.9	-0.6	-0.9	0.2	1.2
COc1ccc(NC(=O)CN2CCN(CC(=O)Nc3ccc(OC)c(OC)c3)CC2)cc1	21.2	101.7	-1.0	2.1	2.5	-13.9	-22.8	-5.1	-4.1	6.1	0.2
COc1ccccc1CNC(=O)CCc1cn(C)c2ccccc12	1.4	99.2	-1.2	37.7	-0.3	-2.5	-1.9	-0.3	-0.7	4.3	0.9
CCOc1ccc(CN(C)CC(=O)NNC(=O)c2ccc(Cl)cc2)cc1OC	5.0	100.4	0.2	6.5	5.0	-1.4	-9.1	-1.0	-0.3	-0.7	3.0
Cc1cccc(C(=O)NCC(=O)OCC(=O)N2CCc3ccccc32)c1	6.9	98.9	3.4	x	-1.0	-1.2	-18.5	-1.3	0.8	-14.7	2.3
CC[n+]1c(/C=C(\C)Nc2ccccc2)sc2ccccc21	-2.5	127.0	2.4	-11.7	2.9	0.8	23.8	0.5	2.5	-15.9	4.0
CCOc1ccc(C(=O)NC(=S)Nc2ccc(N3CCOCC3)c(Cl)c2)cc1[N+](=O)[O-]	12.8	101.2	4.6	0.1	0.6	-4.7	-7.5	-2.4	-0.9	30.9	1.5
C=C(C)c1cccc(C(C)(C)NC(=O)N2CCN(CC)CC2)c1	4.8	x	6.0	-3.7	3.0	-7.6	-9.9	-0.8	-0.7	-16.0	1.4
COc1ccccc1/C=C(\NC(=O)c1ccccc1)C(=O)NCc1ccco1	2.0	x	1.2	42.3	2.5	-4.5	34.5	-0.3	-2.0	-3.3	2.7
COc1cc(-c2noc(C)c2C(=O)NCCc2cccs2)cc(OC)c1OC	14.3	100.6	-1.1	4.0	4.3	-10.7	-11.1	-2.6	4.2	2.7	1.8
Cn1cc([N+](=O)[O-])c(C(=O)NC2CCCCCC2)n1	15.8	103.2	4.5	-9.0	x	-4.2	1.9	-2.3	x	-21.7	2.7
O=S(=O)(c1ccc(Br)cc1)N1CCN(c2ccc3nnc(-c4ccccc4)n3n2)CC1	3.6	96.0	10.4	14.0	0.4	-3.5	13.2	-0.6	0.4	-30.6	0.4
CCC(=O)N1CCc2cc(S(=O)(=O)CCC(=O)NCc3ccccc3OC)ccc21	8.9	107.8	-5.2	3.6	-2.8	5.0	0.3	-1.8	-0.8	19.6	0.0
O=C(c1cc(C2CC2)nc2ccccc12)N1N=C(C(F)F)CC1(O)C(F)F (centres undefined)	11.4	102.5	2.3	104.2	4.0	6.5	x	-2.5	2.5	7.4	4.5
Cc1ccc(C(=O)N2CCCN(c3nc4cc5c(cc4cc3C#N)OCO5)CC2)cc1	5.3	x	-2.7	-20.1	-1.3	-12.3	5.5	-0.7	-0.3	7.2	1.6
COc1ccc(C(=O)C2CCCN(S(=O)(=O)N(C)C)C2)c(C)c1 (centres undefined)	11.7	98.4	-1.8	-10.0	0.4	-2.1	-7.3	-2.5	-2.3	6.8	3.1
CC(C1CC1)N(Cc1ccccc1)C(=S)Nc1ccccc1Cl (centres undefined)	-23.3	100.1	-4.1	-5.7	4.4	5.2	-42.4	4.5	3.9	11.7	4.8
COc1ccccc1C(=O)NCC(=O)N/N=C/c1cn[nH]c1-c1ccccc1	-0.7	102.9	-2.9	6.2	0.1	-5.3	-6.6	0.1	0.0	7.8	4.1
CCc1ccccc1NS(=O)(=O)c1c(C(=O)N2CCCCCC2)c(C)n(C)c1C	4.1	x	-1.2	7.9	8.3	0.8	11.6	-0.8	1.0	8.6	5.0
COc1ccc(N=N/C(=C\O)C(=O)c2cccs2)cc1	-10.5	93.4	2.0	132.2	1.6	-0.7	-11.5	1.8	-2.2	-5.7	2.2
O=C(CCC1CCCCC1)NCCN1CCOCC1	10.1	116.3	4.6	8.5	4.5	1.1	11.8	-2.0	0.3	-17.6	2.5
Cc1ccc(NC(=O)CSc2nnc(NC(=O)CN3CCOCC3)s2)cc1	8.9	85.4	1.5	2.0	1.9	-11.2	11.5	-1.8	-1.2	-8.9	1.6

Part of the list above, field by field.
CCOc1ccc(CN(C)CC(=O)NNC(=O)c2ccc(Cl)cc2)cc1OC
  OPRM1-OPRD1 inv: 5.0
  Pemphigus Ab inh: 100.4
  HTR5A ag ctr: 0.2
  SUMO Mot1 rescue: 6.5
  AddAB inh: 5.0
  PKA-R1A activ: -1.4
  PfHsp90 set2: -9.1
  OPRM1-OPRD1 ag: -1.0
  Ecoli viability: -0.3
  HTR5A inv ag: -0.7
  phage Ecoli inh: 3.0

Cc1cccc(C(=O)NCC(=O)OCC(=O)N2CCc3ccccc32)c1
  OPRM1-OPRD1 inv: 6.9
  Pemphigus Ab inh: 98.9
  HTR5A ag ctr: 3.4
  SUMO Mot1 rescue: x
  AddAB inh: -1.0
  PKA-R1A activ: -1.2
  PfHsp90 set2: -18.5
  OPRM1-OPRD1 ag: -1.3
  Ecoli viability: 0.8
  HTR5A inv ag: -14.7
  phage Ecoli inh: 2.3

CC[n+]1c(/C=C(\C)Nc2ccccc2)sc2ccccc21
  OPRM1-OPRD1 inv: -2.5
  Pemphigus Ab inh: 127.0
  HTR5A ag ctr: 2.4
  SUMO Mot1 rescue: -11.7
  AddAB inh: 2.9
  PKA-R1A activ: 0.8
  PfHsp90 set2: 23.8
  OPRM1-OPRD1 ag: 0.5
  Ecoli viability: 2.5
  HTR5A inv ag: -15.9
  phage Ecoli inh: 4.0

CCOc1ccc(C(=O)NC(=S)Nc2ccc(N3CCOCC3)c(Cl)c2)cc1[N+](=O)[O-]
  OPRM1-OPRD1 inv: 12.8
  Pemphigus Ab inh: 101.2
  HTR5A ag ctr: 4.6
  SUMO Mot1 rescue: 0.1
  AddAB inh: 0.6
  PKA-R1A activ: -4.7
  PfHsp90 set2: -7.5
  OPRM1-OPRD1 ag: -2.4
  Ecoli viability: -0.9
  HTR5A inv ag: 30.9
  phage Ecoli inh: 1.5
